CHT inh – inhibitors of human choline transporter CHT | CHT-expressing cells, membrane potential dye, choline response; hits give low values | actives 0.86% (n = 310,000) | B-score at 10 µM | AID 488975 | Q9GZV3;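 active = B-score over 3 SD under the library average, and starting fluorescence ratio not unusually high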;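 note: choline stimulus applied at its EC90 after an EC20 pre-addition; B-score computed on integrated fluorescence ratio after choline addition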
Target sequence (Q9GZV3 whole entry, looked up): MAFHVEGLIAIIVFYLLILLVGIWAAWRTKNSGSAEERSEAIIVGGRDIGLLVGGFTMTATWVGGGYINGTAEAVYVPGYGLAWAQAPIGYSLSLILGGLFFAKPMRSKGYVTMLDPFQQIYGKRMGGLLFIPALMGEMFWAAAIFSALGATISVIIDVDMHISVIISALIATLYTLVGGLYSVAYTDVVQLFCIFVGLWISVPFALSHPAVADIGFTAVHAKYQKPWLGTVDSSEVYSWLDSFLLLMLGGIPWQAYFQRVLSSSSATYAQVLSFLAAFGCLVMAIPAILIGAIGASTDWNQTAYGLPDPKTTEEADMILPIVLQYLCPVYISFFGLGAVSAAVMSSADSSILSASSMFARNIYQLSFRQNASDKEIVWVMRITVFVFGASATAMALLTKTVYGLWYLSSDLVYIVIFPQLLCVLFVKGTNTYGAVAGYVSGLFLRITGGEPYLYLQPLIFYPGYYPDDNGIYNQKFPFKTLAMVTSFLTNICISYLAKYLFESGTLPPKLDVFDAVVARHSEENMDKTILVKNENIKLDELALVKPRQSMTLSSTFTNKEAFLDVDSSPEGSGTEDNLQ
CHT allo act – allosterically activates the human high affinity choline transporter | Q9GZV3 | CHT-expressing cells, membrane potential dye, choline EC20; hits give high values; LV-AA mutant CHT in HEK293 cells | B-score at 10 µM | actives 0.49% (n = 310,000) | AID 488977;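 active = initial fluorescence not abnormally high and integrated response B-score, plate-corrected, over 3 SD above library mean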
Active calls of the source: *; i = inactive.

SMILES,CHT allo act,CHT inh
COc1ccc(OC)c(/C=N/NC(=O)c2ccc3nc[nH]c3c2)c1,i,i
CCCn1c(-c2ccc(F)cc2)n[nH]c1=S,i,i
COCc1cc(C)nc(N2CCN(c3ccccc3)CC2)c1C#N,i,i
COc1ccc(NS(=O)(=O)c2cc(NC(=O)c3cccs3)ccc2N2CCCC2)cc1,i,i
COc1nnc(-c2ccccc2)s1,i,i
Cc1ccc(S(=O)(=O)Nc2ccc(NC(=O)/C=C/C(=O)O)cc2)cc1,i,i
COc1ccc(Br)cc1/C=N/NC(=O)c1ccc2nc[nH]c2c1,i,i
COc1ccc(C(=O)Nc2nnc(Cc3ccc(OC)c(OC)c3)s2)c(OC)c1,i,i

The last 2 compounds of the section above open the next one.
SMILES,CHT allo act,CHT inh
COc1ccc(Br)cc1/C=N/NC(=O)c1ccc2nc[nH]c2c1,i,i
COc1ccc(C(=O)Nc2nnc(Cc3ccc(OC)c(OC)c3)s2)c(OC)c1,i,i
O=C1SCCC1NS(=O)(=O)c1ccc([N+](=O)[O-])cc1 (stereo not given),i,i
O=C(Nc1ccc([N+](=O)[O-])cn1)C1CC2CCC1C2 (stereo not given),i,i
O=C(c1cccnc1)N1CCN(Cc2ccccc2Br)CC1,i,i
COc1ccc(OC)c(C(=O)N2CCCC(Nc3ccc(F)cc3)C2)c1 (stereo not given),i,i
CS(=O)(=O)N(Cc1nnc(-c2cccs2)o1)c1ccc(Cl)cc1F,i,i
C/C(N)=C(/C#N)C(=O)CSc1nc2cc(Cl)ccc2c(=O)n1Cc1ccco1,i,i
COc1cc(/C=C/C(=O)c2ccc3c(c2)OCCO3)cc(Br)c1OCC(=O)N(C)C,i,i
COc1cccc(CNc2nnnn2C)c1,i,i
O=C(COc1ccccc1Cl)Nn1cnnc1,i,i
Nc1nc(Nc2ccccc2Cl)cc(=O)[nH]1,i,i
CC(COc1ccccc1Cc1ccccc1)N1CCCCC1 (stereo not given),i,i
O=[N+]([O-])c1cccc(-n2nnnc2CN2CCCC2)c1,i,i
Cc1ccccc1NC(=S)N(Cc1cccnc1)Cc1ccco1,i,i
O=C(Nc1ccc(N2CCOCC2)c(Cl)c1)c1cccnc1Cl,i,i
CCN(CC)C(=S)SC1=CCS(=O)(=O)C1,i,i
Cc1cccc(-c2noc(-c3ccc4c(c3)OCO4)n2)c1,i,i
Cc1cccc(C(=O)O/N=C/c2c(N3CCOCC3)n(C)c3ccccc23)c1,i,i
CCCN(CC1CC1)c1nc(N)c2c(N)nc(OC)cc2c1C#N,i,i
Cc1ccnc(NC2OC(=O)c3ccccc32)c1 (stereo not given),i,i
COc1ccc(N=Cc2ccc(CNS(=O)(=O)c3ccc(Cl)cc3)o2)cc1,i,i
Cc1ccc(CN2CCC(c3nc4ccc(Cl)cc4[nH]3)CC2)cc1,i,i
COC(=O)c1ccc(COc2ccc3c(c2)CCC3)o1,i,i
Cc1[nH]n(-c2cccc3ccccc23)c(=O)c1C=Nc1ccc2[nH]c(=O)[nH]c2c1,i,i
CSCC[C@H](N)C(=O)NC[C@H]1CC[C@H](C(=O)N[C@@H](Cc2ccccc2)C(=O)O)CC1,i,i
Cc1ccc(C)c(NC(=O)CSc2nc3c(c(=O)n2C)SC(C)C3)c1 (stereo not given),i,i
CCCCCCOC(=O)NCC(O)c1ccccc1 (stereo not given),i,i
COc1ccc(C)c2sc(NC(=O)C3=COCCO3)nc12,i,i
CCCCn1c2ccc(F)cc2c2nnc(NN)nc21,i,i
O=C1Nc2ccccc2C1=Nc1ccc(Br)cc1,i,i
CCC1Oc2ccc(C)cc2N(CC(=O)NCCN2CCOCC2)C1=O (stereo not given),i,i
CCOc1ccc(N2C(=O)C(Cl)=C(Nc3ccccc3O)C2=O)cc1,i,i
CCOc1ccccc1CNC(=O)CCC(=O)N1Cc2ccccc2Oc2ncccc21,i,i
C/C(=N\n1cnnc1)c1ccccc1,i,i
Cc1cc(C)n2nc(N)c(N=Nc3ccc(Cl)cc3)c2n1,i,i
CCc1ccc(C(=O)C(C)OC(=O)c2nn(C)c(=O)c3ccccc23)cc1 (stereo not given),i,i
O=C(O)c1ccccc1CSc1nnnn1-c1ccccc1,i,i
CC1=NN(c2ccc(F)cc2)C(=O)C1C(c1cccc(O)c1)c1c(C)[nH]n(-c2ccc(F)cc2)c1=O (stereo not given),i,i
CC(C)c1ccc(Nc2ncccc2C(=O)O)cc1,i,i
COc1ccc(C(=O)CSc2ccc(-c3ccccc3)nn2)cc1,i,i
CC(OC(=O)c1nn(C)c(=O)c2ccccc12)C(=O)NC1CCCCC1C (stereo not given),i,i
COc1cc2c(cc1OC)-c1c(OC)c(OC)cc3ccnc(c13)C2=O,i,i
O=C(/C=C\c1ccco1)Nc1ccc(N2CCN(C(=O)c3ccccc3)CC2)cc1,i,i
Cc1ccc2[nH]c(=O)c(CN(Cc3ccccc3)Cc3nnnn3C3CCCC3)cc2c1,i,i
C/C(=N\NC(=O)c1ccccc1)c1cc2cc([N+](=O)[O-])ccc2oc1=O,i,i
COc1ccc([N+](=O)[O-])cc1NC(=O)CSc1nc(C)cc(C)n1,i,i
O=C(NCCC1=CCCCC1)N[C@@H](Cc1ccccc1)C(=O)O,i,i
CCN(CC(=O)NCc1cccs1)C(=O)/C=C/c1cccc(Cl)c1Cl,i,i
Cc1cc2oc(=O)cc(CN3CCCCC3C)c2cc1C (stereo not given),i,i
CCOc1ccc(NC(=O)CCSc2nc3c(c(CC)c2C#N)C(=O)CC(C)(C)C3)cc1,i,i
COc1ccc(/C=C/C(=O)NCC2COc3ccccc3O2)c(OC)c1 (stereo not given),i,i
CN(CCC#N)C(=O)COC(=O)[C@H](Cc1ccccc1)N1C(=O)c2ccccc2C1=O,i,i
O=C(CNC(=O)c1cccs1)c1ccc(Cl)cc1,i,i
CCOc1ccc(NC(=O)CN(C)C(=O)c2cc([N+](=O)[O-])ccc2N2CCOCC2)cc1OCC,i,i
O=C(/C=C/c1cccc([N+](=O)[O-])c1)N1CCN(c2ccccn2)CC1,i,i
CN1C(=O)/C(=C/c2ccccc2Cl)Sc2ccc(C(=O)NCc3cccnc3)cc21,i,i
CCOP(=O)(c1ccc(N(C)C)cc1)C(O)c1ccc(Cl)cc1 (stereo not given),i,i

New compounds follow.
SMILES,CHT allo act,CHT inh
Cc1ccc(C(=O)CN2C(=O)C(=O)N(Cc3ccccc3)C2=O)cc1,i,i
O=C(NCc1ccccc1)C1CCC1,i,i
O=C(COC(=O)CCCNC(=O)c1ccc(Cl)cc1)NC1CC1,i,i
CC(C)N(C(=O)COC(=O)[C@H](C)NC(N)=O)c1ccccc1,i,i
C/C(=N\O)C(=O)NCC1CCNCC1,i,i
O=C(Nc1ccc(C(=O)O)cc1)/C(=C\c1ccc2c(c1)OCO2)NC(=O)c1ccc(Br)o1,i,i
CN(C)CCN(C(=O)c1ccc(S(=O)(=O)N(C)c2ccccc2)cc1)c1nc2ccc(Cl)cc2s1,i,i
CC(=O)Nc1ccc(S(=O)(=O)N2CCCc3ccccc32)cc1,i,i

The closing 2 compounds of the section above come first, to join the parts:
SMILES,CHT allo act,CHT inh
CN(C)CCN(C(=O)c1ccc(S(=O)(=O)N(C)c2ccccc2)cc1)c1nc2ccc(Cl)cc2s1,i,i
CC(=O)Nc1ccc(S(=O)(=O)N2CCCc3ccccc32)cc1,i,i
Cc1cccc(CNc2ccc(C(CC(N)=O)NC(=O)c3ccccc3)cc2[N+](=O)[O-])c1 (stereo not given),i,i
CCOc1cc(C(=O)O/N=C(\N)c2ccc([N+](=O)[O-])cc2)cc(OCC)c1OCC,i,i
COc1cc([N+](=O)[O-])ccc1NC(=S)Nc1cc(C(=O)OC(C)C)cc(C(=O)OC(C)C)c1,i,i
O=C(NC1CCCC1)C1CC(=O)N(CCc2ccccc2)C1 (stereo not given),i,i
CC1CC1C(=O)OCC(=O)Nc1ccc2[nH]c(=O)[nH]c2c1 (stereo not given),i,i
CCOC(=O)C1CCN(S(=O)(=O)c2csc(C(N)=O)c2)CC1,i,i
CC(CCc1ccccc1)NC(=O)CNC(=O)c1cccs1 (stereo not given),i,i
COc1cccc(/C(C)=N/N=C(\C)c2cccc(OC)c2)c1,i,i
COc1cccc2c(SCC(=O)N/N=C/c3ccccc3)cc(C)nc12,i,i
CCOc1ccccc1-n1nnnc1SCC(=O)NC(=O)Nc1ccc2c(c1)OCCO2,i,i
Cc1ccc(CN2CCCN(Cc3c(F)cccc3Cl)S2(=O)=O)cc1,i,i
COc1cc(/C=C(\C#N)C(N)=O)ccc1OS(=O)(=O)c1ccc(C)cc1,i,i
O=C(NCc1ccco1)c1cc(-c2cccnc2)nc2ccccc12,i,i
CC(O)[C@H]1CNCCN1CCc1cc(C(F)(F)F)cc(C(F)(F)F)c1 (stereo not given in full),i,i
Nc1c(C(=O)NC2CC2)c2nc3ccccc3nc2n1-c1ccc2c(c1)OCO2,i,i
COc1cc(CN2CCN(C3CCC3)CC2CCO)cc(OC)c1 (stereo not given),i,i
Cc1ccc(C(=O)NNC(=O)c2cc3ccccc3cc2O)cc1,i,i
O=C(CSc1nnc(-c2ccccn2)n1Cc1ccccc1)NC1CCCC1,i,i
COc1ccccc1C(=O)NCC(=O)N/N=C/c1ccc([N+](=O)[O-])cc1,i,i
Cc1ccc(NC(=O)C2CCCN2S(=O)(=O)c2cccc3cccnc23)cc1F (stereo not given),i,i
CN1C(=O)C(O)(CC(=O)/C=C/C=C/c2ccccc2)c2ccccc21 (stereo not given),i,i
NC(=O)c1ccccc1NC(=O)c1ccccc1Cl,i,i
CCN(CC)CCC(c1cc(OC)c(OC)c(OC)c1)c1c(O)cc(OC)cc1OC (stereo not given),i,i
CC(C)CNC(=O)CSc1nc2scc(-c3ccccc3)c2c(=O)[nH]1,i,i
Cc1ccc(S(=O)(=O)N(CC(=O)O)Cc2ccco2)cc1,i,i
CC(=O)Nc1ccc(S(=O)(=O)NCCS(=O)(=O)N2CCN(c3ccccc3)CC2)cc1,i,i
COc1ccc(OC(C)C(=O)N(C)Cc2nc(-c3ccc(OC)cc3)no2)cc1 (stereo not given),i,i
COC(C(=O)N/N=C(\C)c1ccc(C)cc1)c1ccccc1 (stereo not given),i,i
S=C(Nc1ccccc1Cl)N1CCN(c2ccccn2)CC1,i,i
COc1cccc(C(C(=O)NC2CCCCC2)N(CC2CCCO2)C(=O)CNC(=O)c2ccco2)c1 (stereo not given),i,i
CC(C)c1nnc(NC(=O)CCC(=O)NCc2ccco2)s1,i,i
CCOC(=O)COc1nc(-c2ccc(Cl)cc2)cc(-c2ccco2)c1C#N,i,i
CCCCC(=O)NN(C)c1nc(-c2ccccc2)nnc1C(F)(F)F,i,i
Cc1ccc(/C=C/C(=O)O)cc1S(=O)(=O)N1CCc2ccccc21,i,i
COc1ccc(C(=O)Nc2ccccc2-c2nnn(CC(=O)N3CCOCC3)n2)cc1,i,i
COc1ccccc1S(=O)(=O)Nc1ccc(-c2nnc3n2CCCCC3)cc1,i,i
Cc1cccc(NC(=O)CN(c2ccc(F)cc2)S(C)(=O)=O)c1,i,i
CC(=O)c1c(C)[nH]c(C(=O)OCC(=O)Nc2cc(C)on2)c1C,i,i
NC(=O)c1ncn([C@@H]2O[C@H](CO)[C@@H](O)[C@H]2O)n1,i,i
CC(C)(C)C(=O)Nc1ccccc1C(=O)OCC(=O)c1ccc2c(c1)OCCO2,i,i

Compound profiles, from the list above. Order of screens: CHT allo act	CHT inh
COCc1cc(C)nc(N2CCN(c3ccccc3)CC2)c1C#N in the list: i	i
O=C(/C=C/c1cccc([N+](=O)[O-])c1)N1CCN(c2ccccn2)CC1 in the list: i	i
O=C(NCc1ccccc1)C1CCC1 in the list: i	i

Remaining list, next part
SMILES,CHT allo act,CHT inh
O=C(Cn1c(-c2ccccn2)nc2ccccc21)NCCN1CCOCC1,i,i
O=C(NCC1CCCO1)C1CC(=O)N(c2ccc(Cl)cc2)C1 (stereo not given),i,i
OCC1(CO)COC(CCc2ccccc2)=N1,i,i
CCOc1ccc2nc(-c3cc(NC(C)=O)ccc3O)sc2c1,i,i
Cc1c(C(=O)Nc2nccs2)sc2nc(-c3cccs3)cc(C(F)(F)F)c12,i,i
O=C(CCc1ccccc1)Nc1ccnn1C1CCN(Cc2ncc[nH]2)CC1,i,i
Cc1ccc(C)c(CN2CCC(CNC(=O)Nc3ccc(Cl)cc3)CC2)c1,i,i
Cc1cc([N+](=O)[O-])nn1CC(=O)Nc1nc2ccccc2s1,i,i
Clc1cccc(C2CCN(Cc3nc(CC4CC4)no3)C2)c1 (stereo not given),i,i
Oc1c(Cl)cc(Cl)cc1C=Nc1ccc(Br)cc1,i,-6.5*
Cc1cc(NC(=O)C(C)SCC(=O)OCc2ccc([N+](=O)[O-])cc2)no1 (stereo not given),i,i
O=C(NNC(=O)c1cccs1)c1ccc(Br)o1,i,i
CCc1sc(N)nc1-c1ccccc1,i,i
CC(C)C(=O)Nc1nc2c(c(=O)[nH]1)CCCC2,i,i
CN1CCN(C(=O)C2CCN(c3ncc(C(F)(F)F)cc3Cl)CC2)CC1,i,i
CCn1cc([N+](=O)[O-])c(C(=O)N2N=C(c3cccc4ccccc34)CC2c2ccccc2O)n1 (stereo not given),i,i
O=C(Cn1ccc2ccccc2c1=O)NCCC(=O)Nc1ccc2c(c1)OCCO2,i,i
O=C(CCN1C(=O)c2ccccc2S1(=O)=O)Nc1ccc(F)cc1F,i,i

Screening results (PubChem)
